CHRM4 PAM = potentiates acetylcholine response at human M4 receptor. activation, % at 3 µM. 0.4% of 360,000 active. P08173. CHO-K1 hM4/Gqi5, Fluo-8 calcium fluorescence, ACh EC20; 0% = ACh EC20, 100% = maximal ACh. AID 624126;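 active = activation above its plate's cutoff, the mean activation of sample wells plus 3 SD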; also: some results filed as inactive read as strong as hits
GalR3 antag = antagonists of human GalR3 | O60755 | HEK293 GalR3-CNG cAMP membrane potential fluorescence; galR3 body fused to GalR1 C-terminus | inhibition, % at 3 µM | 0.44% of 360,000 active | AID 651719;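 active = inhibition above the screen-wide average plus 3 SD, cut at about 13% in these data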;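 also: forskolin and galanin both at EC90 stimulate the cells; cAMP rise reported by CNG channel membrane potential dye signal; 0% = forskolin plus galanin with DMSO and 100% = forskolin alone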
CRFBP-R2 agonist = agonists of human CRF-binding protein/CRF-R2 receptor complex; activation, % at 13.2 µM; 0.46% of 350,000 active; HEK293 CRF-R2/CRF-BP, calcium dye fluorescence (FLIPR); percent of saturating CRF peptide response; AID 588473;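 active = activation of at least 50%, plus an integration ratio under a set limit after plate pattern correction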;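 also: plate controls were neutral control wells without compound for no effect and CRF at EC100 for full effect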
IDE cell activ = IDE (human) activation, cell-based; HEK cells, FAbeta-B cleavage, fluorescence polarization; 0% vehicle, 100% cell-free pure enzyme wells; activation, % at 5.96 µM; 0.073% of 340,000 active; AID 493087;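 active = activation above the mean of all tested compounds plus 3 SD, set per screening campaign, cut at about 17% in these data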
PHOSPHO1 inh = inhibitors of human PHOSPHO1 phosphatase. inhibition, % at 13.3 µM. 1.1% of 290,000 active. recombinant PHOSPHO1, absorbance phosphatase assay. Q8TCT1; in the data active = inhibition above about 60%
Target sequence (Q8TCT1 whole entry, looked up): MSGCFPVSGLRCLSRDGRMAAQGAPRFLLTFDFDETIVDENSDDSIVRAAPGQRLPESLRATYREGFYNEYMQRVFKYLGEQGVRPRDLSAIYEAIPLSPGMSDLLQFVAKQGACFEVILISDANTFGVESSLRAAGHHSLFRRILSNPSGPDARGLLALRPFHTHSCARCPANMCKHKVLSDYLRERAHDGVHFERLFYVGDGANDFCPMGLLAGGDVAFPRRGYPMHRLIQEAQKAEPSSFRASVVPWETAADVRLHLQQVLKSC
pCIP destab = compounds decreasing mouse p/CIP protein stability; F442A p/CIP-EGFP cells, EGFP fluorescence, 16 h; Q05BA5; AID 1984; decrease of EGFP signal, % at 10 µM; 0.01% of 290,000 active;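 active = EGFP signal decrease of at least 30% at 10 µM or well 3 SD below plate mean, unless failing retest; inactive = the rest, including hits failing retest or dose response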; also: some compounds called inactive have numbers as strong as hits; many of its hits are not listed in these tables
IDE inh = inhibitors of human insulin-degrading enzyme in cells; P14735; HEK cells, FAbetaB cleavage, fluorescence polarization; 0.41% of 320,000 active; inhibition, % at 5.59 µM;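 active = percent inhibition above the average of all tested compounds plus 3 SD, set per screening campaign, cut at about 16% in these data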;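 also: IDE supplied by intact live HEK cells; FP after avidin binding of uncleaved biotin substrate so inhibition keeps polarization high; 0% = DMSO wells and 100% = 60 µM reference IDE inhibitor Ii1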
CRFBP-R2 block = blocks CRF-induced signaling of the CRF-BP/CRF-R2 complex. HEK293 CRF-R2/CRF-BP, CRF-induced calcium fluorescence. inhibition, % at 11.8 µM. 0.59% of 350,000 active;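 active = inhibition of the ligand-induced calcium signal above about 50% at the single tested concentration, limit read from the data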
MEKK3 PB1 HTS = modulators (inhibitors or enhancers) of MEK5 binding to human MEKK3 PB1 domain; 1.4% of 290,000 active; binding response (% of control), % at 10 µM; AID 1529; Q99759; bead-based flow cytometry, Alexa488-MEK5 binding to MEKK3; actives lie on both sides; 0 = blocked by unlabeled MEK5, 100 = vehicle;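 active = binding response more than 3 SD above or below the average of its plate-row segment, actives on both sides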;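 also: Alexa488 bead fluorescence after subtracting the streptavidin-only scavenger bead signal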
Target sequence (Q99759 whole entry, looked up, the tested form may be a part): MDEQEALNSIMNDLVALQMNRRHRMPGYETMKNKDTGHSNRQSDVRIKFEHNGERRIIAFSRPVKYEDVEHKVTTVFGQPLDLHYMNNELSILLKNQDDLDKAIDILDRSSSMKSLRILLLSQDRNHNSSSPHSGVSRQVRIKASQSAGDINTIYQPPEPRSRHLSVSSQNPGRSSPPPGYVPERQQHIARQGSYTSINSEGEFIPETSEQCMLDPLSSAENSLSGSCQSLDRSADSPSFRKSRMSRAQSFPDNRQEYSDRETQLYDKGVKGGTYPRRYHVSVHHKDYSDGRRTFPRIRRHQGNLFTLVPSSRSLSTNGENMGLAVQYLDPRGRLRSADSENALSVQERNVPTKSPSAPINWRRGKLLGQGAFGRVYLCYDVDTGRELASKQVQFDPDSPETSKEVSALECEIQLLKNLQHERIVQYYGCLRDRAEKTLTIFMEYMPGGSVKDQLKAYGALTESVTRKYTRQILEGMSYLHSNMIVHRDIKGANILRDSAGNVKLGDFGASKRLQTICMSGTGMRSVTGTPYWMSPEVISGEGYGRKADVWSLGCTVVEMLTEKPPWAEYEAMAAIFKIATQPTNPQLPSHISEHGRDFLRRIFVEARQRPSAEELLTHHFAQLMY
* = called active by the depositor; x = not tested or not shown.

SMILES	CHRM4 PAM	GalR3 antag	CRFBP-R2 agonist	IDE cell activ	PHOSPHO1 inh	pCIP destab	IDE inh	CRFBP-R2 block	MEKK3 PB1 HTS
O=C(CN1C(=O)NC(CCc2ccccc2)C1=O)N1CCCCCC1 (stereo unspecified)	-2	-4	0.9	3	x	x	-1	-2	x
O=c1c2ccccc2oc2ccc(-c3ccc4[nH]ccc4c3)cc12	5	-6	2.6	0	x	x	2	-3	113
O=S(=O)(c1cccc2cccnc12)N1CCCCC1	4	-2	-9.7	2	-115	-16	-1	9	104
Cc1c(O)c(=O)n(-c2ccccc2)n1C	9	x	-0.9	2	x	x	-2	-9	x
CNC(=O)COC(=O)/C=C/c1ccco1	-1	0	0.7	2	-4	-9	-3	-4	95
COc1ccc(OCC(Cn2cnc3ccccc32)OC(C)=O)cc1 (stereo unspecified)	-3	-3	-1.8	-1	52	-18	-2	8	102
CC[C@]12c3[nH]c4cc(-c5ccco5)ccc4c3CCN1C(=O)[C@@H](CC(=O)NC/C=C(\C)CCC=C(C)C)C[C@@H]2C(=O)N1CCN(C(=O)C2CC2)CC1	-4	4	-1.2	6	x	x	x	-8	x
CC1CCN(c2c(NCC3CCC(C(=O)NCCc4ccccc4)CC3)c(=O)c2=O)CC1 (stereo unspecified)	-1	4	-1.2	1	-11	-8	-2	9	112
Cc1ccc(S(=O)(=O)Nc2ccccc2N2CCOCC2)cc1	0	-5	34	-2	-9	-1	2	-29	102
O=C(c1cc(COc2ccc(F)cc2Cl)on1)N1CCN(C2CCCC2)CC1	0	0	2.0	-19	53	0	9	-9	96
CCCS(=O)(=O)N1CCC(C(=O)NCCC(C)C)CC1	-5	-2	-1.9	-1	39	-7	5	9	99
CC(=O)c1sc(NC(=O)c2cccc(C)c2)nc1C	-2	-1	0.6	-1	-5	-3	-7	-25	105
CCN(C(=O)c1cn(CC)c(=O)c2cc(OC)c(OC)cc12)c1ccccc1C	-4	3	-0.9	1	-11	0	-1	-2	107
C=CC[C@@H](Cc1ccc(F)cc1)C(=O)OC[C@H]1CCCN1C(=O)[C@H](CC=C)CC(=O)N(CCO)Cc1ccccc1	-4	-8	-4.6	6	x	x	1	30	x
C1CCC(NC2=NCCC2)CC1	4	-7	-0.1	0	6	3	-1	4	100
CCc1nnc(NC(=O)C2CC(=O)N(Cc3ccco3)C2)s1 (stereo unspecified)	2	-2	-2.8	0	17	1	2	18	122*
CC(=O)c1ccc(NC(=O)C2CCCN2S(=O)(=O)c2ccc(F)cc2)cc1 (stereo unspecified)	-2	2	-1.7	6	0	-27	-2	-10	96
COc1ccc(Cc2nnc(NC(=O)c3ccccc3Cl)s2)cc1OC	-1	-2	-2.2	4	x	-18	1	-11	96
CSc1ccccc1NC(=O)CN(C)CC(=O)Nc1ccccc1C(F)(F)F	-7	5	-1.6	-1	16	7	-5	-4	103
CCCCn1c(NC(=S)Nc2ccccc2)nc2ccccc21	11	-11	-0.9	-12	-4	-4	31*	-77	104
Cc1ccc(NC(=O)C(C)OC(=O)Cn2cnc3ccccc3c2=O)cc1 (stereo unspecified)	-1	-1	0.3	4	x	x	-2	5	x
CNC(=O)CSc1nc2cccnc2n1C1CCCCC1	8	-11	-0.6	-5	3	6	1	-22	109
COCCn1c(SCC(=O)N2CCN(c3ccccc3)CC2)nc2c(c1=O)SC(C)C2 (stereo unspecified)	-1	x	3.3	-7	8	-3	5	-38	105
CCOCCOC(=O)C1=C(C)N(C)C(=O)NC1c1cc(Cl)c(O)c(OCC)c1 (stereo unspecified)	6	1	-0.7	9	26	0	2	0	95
O=C(CCN1CCN(c2ccc(F)cc2)CC1)Nc1ccc(F)cc1	4	-1	-0.5	-2	18	-4	-2	-21	91

Quoted from the listing.
Value for CC1CCN(c2c(NCC3CCC(C(=O)NCCc4ccccc4)CC3)c(=O)c2=O)CC1 (stereo unspecified) under CRFBP-R2 block: 9
Value for COc1ccc(OCC(Cn2cnc3ccccc32)OC(C)=O)cc1 (stereo unspecified) under CRFBP-R2 block: 8
Value for CSc1ccccc1NC(=O)CN(C)CC(=O)Nc1ccccc1C(F)(F)F under GalR3 antag: 5
Value for CC(=O)c1sc(NC(=O)c2cccc(C)c2)nc1C under IDE cell activ: -1
Value for CCc1nnc(NC(=O)C2CC(=O)N(Cc3ccco3)C2)s1 (stereo unspecified) under CHRM4 PAM: 2

Given as a markdown table: entries from further up
| structure | CHRM4 PAM | GalR3 antag | CRFBP-R2 agonist | IDE cell activ | PHOSPHO1 inh | pCIP destab | IDE inh | CRFBP-R2 block | MEKK3 PB1 HTS |
| --- | --- | --- | --- | --- | --- | --- | --- | --- | --- |
| C=CC[C@@H](Cc1ccc(F)cc1)C(=O)OC[C@H]1CCCN1C(=O)[C@H](CC=C)CC(=O)N(CCO)Cc1ccccc1 | -4 | -8 | -4.6 | 6 | x | x | 1 | 30 | x |
| C1CCC(NC2=NCCC2)CC1 | 4 | -7 | -0.1 | 0 | 6 | 3 | -1 | 4 | 100 |
| CCc1nnc(NC(=O)C2CC(=O)N(Cc3ccco3)C2)s1 (stereo unspecified) | 2 | -2 | -2.8 | 0 | 17 | 1 | 2 | 18 | 122* |
| CC(=O)c1ccc(NC(=O)C2CCCN2S(=O)(=O)c2ccc(F)cc2)cc1 (stereo unspecified) | -2 | 2 | -1.7 | 6 | 0 | -27 | -2 | -10 | 96 |

Next section
SMILES	CHRM4 PAM	GalR3 antag	CRFBP-R2 agonist	IDE cell activ	PHOSPHO1 inh	pCIP destab	IDE inh	CRFBP-R2 block	MEKK3 PB1 HTS
CCCCNC(=O)c1cnc2n(c1=O)CCS2	-4	-2	5.2	3	6	-1	-6	27	99
COC(=O)c1ccc2c(c1)NC(=O)C(N(CC(C)C)CC(C)C)S2 (stereo unspecified)	-5	-1	5.9	1	35	-3	-1	-7	82
COc1ccc(-c2nnc(C)c3nocc23)cc1	-7	-10	1.2	1	44	-1	-1	6	104
CCOc1ccc(C(=O)NCc2ccncc2)cc1OCC	0	0	-1.3	-2	-39	2	2	-2	105
COc1ccc2cc(-c3ccsc3)ncc2c1	11	-9	-0.3	2	x	x	0	2	x
CCOc1ccccc1C(=O)N/N=C/c1coc2ccc(C)cc2c1=O	3	0	-0.5	-1	27	9	x	-10	102
Cn1cc(CNCc2ccc(-n3cccn3)cc2)c(-c2ccccc2F)n1	-1	1	-0.5	3	41	-8	5	-1	78
Cc1ccc(C(=O)N/C(=C\c2ccco2)C(=O)N2CC(C)OC(C)C2)cc1C (stereo unspecified)	-4	-5	0.9	-1	22	-8	x	-3	96
N/C(=N\OC(=O)CCC1CCCCC1)c1ccc([N+](=O)[O-])cc1	-6	-5	-0.1	-1	-21	11	5	10	x
COC(=O)Cc1ccc(OCC(=O)NC2CCCC2)cc1	2	0	0.9	4	x	x	x	-5	x
O=C(c1cccc(S(=O)(=O)N2CCCC2)c1)N(Cc1ccco1)C1CCS(=O)(=O)C1 (stereo unspecified)	1	6	-0.4	1	32	-30	2	-1	112
O=C(/C=C/c1ccc(Cl)cc1Cl)N(Cc1ccccc1)C1CCS(=O)(=O)C1 (stereo unspecified)	x	2	-0.8	5	-10	2	2	-16	103
Cn1c(=O)c(C(=O)NCc2ccc(F)cc2)c(O)c2ccccc21	7	-10	0.7	4	10	-7	-1	-8	112
CC(C)(C)c1ccc(C(=O)NCC(=O)NNC(=O)c2ccccc2O)cc1	1	-6	0.1	0	x	x	1	6	x
CC(C)(C)NC(=O)COC(=O)CCC(=O)c1cccs1	7	-3	18	-6	19	-8	-3	15	103
O=C(Nc1nc(-c2cccs2)c(C(=O)C(F)(F)F)s1)c1ccccc1	-13	0	17	10	-16	-10	3	31	106
CCc1ccc(S(=O)(=O)NCCc2cn3ccccc3n2)s1	10	1	0.6	6	18	8	5	7	97
O=C(Nc1ccc(S(=O)(=O)N2CCOCC2)cc1)c1ccc2ncsc2c1	-16	-8	-1.2	3	-147	-2	-3	1	101
Cc1c(NS(=O)(=O)c2cccc(C(=O)OCC(=O)N(C)C3CCCCC3)c2)c(=O)n(-c2ccccc2)n1C	-4	-1	-0.7	8	32	-11	2	9	111
Cc1sc2nc[nH]c(=O)c2c1-c1ccc(Cl)cc1	-2	-3	0.7	1	39	-6	1	4	101
O=C1CC(/C=C/c2ccccc2)=Nc2ccccc2N1	0	-6	-0.2	-5	32	5	5	5	88
Nc1ncnc2c1ncn2[C@H]1CC[C@@H](CO)O1	7	2	0.5	-3	x	x	4	9	x

Four entries drawn at random from the list so far, as already listed:
SMILES	CHRM4 PAM	GalR3 antag	CRFBP-R2 agonist	IDE cell activ	PHOSPHO1 inh	pCIP destab	IDE inh	CRFBP-R2 block	MEKK3 PB1 HTS
O=C(c1cccc(S(=O)(=O)N2CCCC2)c1)N(Cc1ccco1)C1CCS(=O)(=O)C1 (stereo unspecified)	1	6	-0.4	1	32	-30	2	-1	112
Nc1ncnc2c1ncn2[C@H]1CC[C@@H](CO)O1	7	2	0.5	-3	x	x	4	9	x
Cc1sc2nc[nH]c(=O)c2c1-c1ccc(Cl)cc1	-2	-3	0.7	1	39	-6	1	4	101
COC(=O)c1ccc2c(c1)NC(=O)C(N(CC(C)C)CC(C)C)S2 (stereo unspecified)	-5	-1	5.9	1	35	-3	-1	-7	82

Screens as filed in PubChem BioAssay.

An unsorted share of the library; about 4.2% have a hit in one of these screens.
